# FEN1 inhibitor: blocks human flap endonuclease 1. 0.35% of 390,000 active. Recombinant FEN1 flap cleavage, fluorescence, 15 min. AID 588795. P39748. Potency, µM (series often up to 114 µM), without a hit: at the top dose activity change, negative = inhibition, most hits filed as inhibitors; further: nearly all actives have a fitted effect of over 65% in size
# Target sequence (P39748 whole entry, looked up): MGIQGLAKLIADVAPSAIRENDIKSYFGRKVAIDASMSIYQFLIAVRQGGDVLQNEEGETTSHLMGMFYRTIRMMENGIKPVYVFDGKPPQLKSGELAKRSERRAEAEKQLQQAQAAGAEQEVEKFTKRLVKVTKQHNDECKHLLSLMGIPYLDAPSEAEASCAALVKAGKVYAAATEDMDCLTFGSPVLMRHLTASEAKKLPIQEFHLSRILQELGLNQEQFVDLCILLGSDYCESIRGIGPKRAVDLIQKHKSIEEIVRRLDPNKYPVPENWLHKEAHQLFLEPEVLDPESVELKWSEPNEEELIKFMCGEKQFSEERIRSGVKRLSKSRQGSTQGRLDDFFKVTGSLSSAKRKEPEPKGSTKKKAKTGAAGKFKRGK
#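 Recombinant FEN1 (10 nM) was preincubated with pin-transferred compounds for 15 min at room temperature, then flap DNA substrate (50 nM final) was added. Plates were read at 0 and 15 min, and normalized concentration–response data were fitted to a four-parameter Hill equation.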
# DT40 TDP1 CPT: DT40-hTDP1 cell growth loss with CPT. Potency, µM (series often up to 46.2 µM), for inactives: at the highest dose activity change, negative = growth inhibition, hits mostly inhibitors. AID 686979. chicken DT40 Tdp1-/-;hTDP1 cells + 20 nM CPT, ATP luminescence, 48 h. 12% of 420,000 active; further: nearly all actives have a fitted effect of over 55% in size
#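 Cell growth measured by CellTiter-Glo luminescence after a minimum 48 h, 37 C compound exposure with 20 nM CPT in Tdp1-knockout DT40 cells stably expressing hTDP1, seeded 400/well; qHTS titration format.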
# N370S GC: N370S glucocerebrosidase modulation, Gaucher chaperone candidate; P04062; 0.092% of 330,000 active; Potency, µM (top dose mostly 59.4 µM), inactives show at the highest dose activity change, negative = inhibition, usual class: inhibitors; AID 2101; N370S GC spleen homogenate, 4MU-glucoside fluorescence;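 further: 0% = full enzyme activity and -100% = no enzyme basal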
# Active calls of the source: *; u = inconclusive; x = not tested or not shown; & = joins results of further samples; [ ] = remark or other dose. The call rests on the fitted dose curve; in most records, active means well fitted curve in the direction sought with a large enough effect; inconclusive means small, poorly fitted or top-dose-only effect, or another doubt; inactive means no such curve, though single readings can be large; an effect the other way counts as inactive or inconclusive. Unless noted, on the % scale 0 is the no-effect control and ±100 the full control effect; potency means the concentration at half of the fitted maximal effect. Only part of the results is shown, so the mix of outcomes need not match the whole.
# Each structure is followed by: FEN1 inhibitor | DT40 TDP1 CPT | N370S GC
1: O=C(CCC(=O)N1CCN(c2ccc(F)cc2)CC1)c1ccc(F)cc1
  -8% | u | -11%
2: Cc1cc(C)n2nc(SCc3ccccc3)nc2n1
  -1% | -17% | 6%
3: O=C(Nc1ccccc1Cl)N1CCN(c2ccccn2)CC1
  1% | 0% | 24%
4: Cc1cccc(-n2ncc(C(=O)NCc3ccc4c(c3)OCO4)c2C2CCN(C(=O)OC(C)(C)C)CC2)c1
  -18% | u | x
5: COc1ccc(CN2CCCC(C(=O)c3ccc(Cl)cc3)C2)cc1Cn1cncn1 (stereo unspecified)
  2% | u | u
6: Cc1cc(C)c(OCC(=O)OCC(=O)N2CCc3ccccc3C2)c(C)c1
  -6% | -4% | -2%
7: CCOC(=O)C1=C(C)NC(=S)N(C(C)=O)C1c1ccc(Cl)cc1 (stereo unspecified)
  -13% | 16µM* | 0%
8: COc1ccc(C(=O)Nc2ccc(CN3CCOCC3)cc2)cc1Br
  12% | -2% | -5%
9: O=Cc1cn(-c2ccccc2)nc1-c1cccnc1
  1% | -8% | -10%
10: CC1=CC(C)(C(Cl)Cl)C(C)=CC1=O (stereo unspecified)
  6% | 7% | 11%
11: CC(C)c1ccc(N(CC(=O)NCC2CCCO2)C(=O)CCC(=O)Nc2nccs2)cc1 (stereo unspecified)
  2% | -9% | -4%
12: O=c1cc(O)c2sc(Nc3ccc(F)c(Cl)c3)nc2[nH]1
  -3% | 3.3µM* | -8%
13: CN1c2ccccc2C(C)(C)C12C=Nc1c(cc(N3CCOCC3)c3ccccc13)O2 (stereo unspecified)
  -13% | u | u
14: Cc1cc(N2CCN(C(=O)c3cccs3)CC2)c(F)cc1[N+](=O)[O-]
  -16% | 10µM* | 0%
15: CCN(CC(=O)Nc1cc(Cl)ccc1C)C(=O)CSCc1ccc(C)cc1
  -18% | 1.3µM* | 2%
16: CC(C)(C)n1nnnc1C(c1cccc(C(F)(F)F)c1)N1CCC(O)CC1 (stereo unspecified)
  -10% | -6% | 5%
17: C[C@H](CCC(=O)NCC(=O)O)C1CC[C@H]2[C@H]3C(C[C@H](O)[C@]12C)[C@@]1(C)CC[C@@H](O)C[C@H]1C[C@H]3O (stereo partly specified)
  x | 3% | 0%
18: CCOC(=O)C1CCN(C(=O)c2ccccc2)C(CC)C1=O (stereo unspecified)
  4% | -14% | x
19: O=c1[nH]c(SCc2cccc(F)c2)nc2ccccc12
  -13% | u | 7%
20: CC(Sc1nc2ccccc2o1)C(=O)O (stereo unspecified)
  -4% | -1% | 3%

# (continued)
# Each structure is followed by: FEN1 inhibitor | DT40 TDP1 CPT | N370S GC
21: CN(c1ccccc1)c1nc(N)c([N+](=O)[O-])c(NC2CCCCC2)n1
  16% | u | -8%
22: Cc1cccc(Cn2c(SCc3ccc(C(=O)NC4CCCCC4)cc3)nc3cccnc32)c1
  -12% | 6% | x
23: CC(C)c1nnc(NC(=O)CS(=O)(=O)c2ccccc2)s1
  42%[activator] | u | -6%
24: CC(C)C[C@@H](CO)N1CCN(Cc2ccc(Br)cc2)CCC1=O
  20%&-1% | u | -5%
25: COc1ccccc1C(=O)NCCC(=O)Nc1ccc(S(=O)(=O)N2CCCC(C)C2)cc1 (stereo unspecified)
  -17% | u | x
26: O=S(=O)(Nc1cccc2ccccc12)c1ccccc1F
  5% | 9% | -1%
27: COc1ccccc1CNC(=O)CCc1c(C)nn(-c2ccc(N3CCCCC3)nn2)c1C
  -3% | u | x
28: Cc1ccc2[nH]c3c(=O)n(N)c(C)nc3c2c1
  -7% | 12% | 4%
29: O=C(Nc1sc2c(c1C(=O)N1CCCCC1)CCCC2)c1ccccc1Cl
  -15% | u | x
30: CC(NC(=O)C(C)N1C(=O)C2C3CC(C(Br)C3Br)C2C1=O)c1ccccc1 (stereo unspecified)
  0% | 11% | -3%
31: COc1ccc(N(CC(=O)NC2CC3CCC2C3)S(=O)(=O)c2ccc(C)cc2)cc1OC (stereo unspecified)
  -5% | -10% | -2%
32: CCN(C[C@H]1N[C@@](Cc2ccccc2)(C(=O)OC)[C@H]2C(=O)N(C)C(=O)[C@@H]12)C(=O)c1ccc(C)cc1
  -2% | -10% | x
33: Cc1cccc(NC(=O)[C@H](Cc2ccccc2)NC(=O)[C@@H]2Cc3ccccc3CN2)c1
  4% | -3% | 2%
34: Clc1cc2c(nn1)Nc1ccccc1S2
  -8% | 0% | -19%
35: CCOCC(=O)Nc1ccccc1C(=O)OCC
  1% | -7% | -15%
36: CCc1noc(C)c1C(=O)OCC(=O)Nc1c(F)cccc1F
  14% | 2% | 0%
37: COC(=O)C1=C(C)Nc2nnnn2C1c1ccco1 (stereo unspecified)
  3% | -4% | 2%
38: OCCSc1ccc2nnc(-c3ccccc3)n2n1
  3% | u | x
39: c1coc(-c2nc3ccccn3c2Nc2ccc3c(c2)OCCO3)c1
  -13% | u | x
40: Cc1ccc(NC(=O)CCC(=O)c2ccccc2)cc1
  14% | -1% | x

# (list continues)
# Each structure is followed by: FEN1 inhibitor | DT40 TDP1 CPT | N370S GC
41: COc1ccc(C(=O)NC(=O)CSc2nnc(-c3ccco3)n2-c2ccccc2)cc1
  11% | -22% | 0%
42: COc1cc2nc(-c3ccccc3C)oc(=O)c2cc1OC
  8% | -31% | 1%
43: Cc1cccc(NC(=O)CN2CCN(C(=O)c3cnn(Cc4ccccc4)c3)CC2)c1C
  -3% | -7% | x
44: C#CCOCCOCCOCCNc1nc(N2CCN(C(=O)Cn3cc(CCCN=C(N)N)nn3)CC2)nc(N2CCN(C(=O)[C@H](CCCCN)n3cc(CC(C)O)nn3)CC2)n1 (stereo partly specified)
  -3% | 8% | -26%
45: NC(=O)c1ccc(NC(=O)C2CCCO2)cc1 (stereo unspecified)
  9% | -1% | -10%
46: CC(C)n1ncc2c(C(=O)NCC(=O)Nc3ccccc3Br)cc(C3CC3)nc21
  0% | u | x
47: CC1CCCC(CC(N)=O)CC1 (stereo unspecified)
  -5% | 14% | x
48: O=C1C=CC(=O)N1Cc1ccncc1
  -5% | 9% | x
49: O=C(O)c1ccccc1Nc1cccc(OCc2ccc3ccccc3n2)c1
  u | u | -1%&1%&19%
50: O=Cc1ccc(Oc2cnccn2)cc1
  -3% | 46%[activator] | -9%
51: CC(=O)c1ccc(NC(=O)C(C)n2nc(-c3ccccc3)c3cc(Cl)ccc32)cc1 (stereo unspecified)
  1% | u | 28%
52: O=C(CN(CCc1ccccc1)C(=O)CNS(=O)(=O)c1ccccc1)NCc1ccco1
  -5% | -2% | -7%
53: O=C(NC1(C(=O)NC2CCCCC2)CCCCC1)c1ccccn1
  2% | -17% | -6%
54: CCn1c(CC(=O)Nc2ccccc2OC)nnc1SCC(=O)Nc1ccccc1F
  -2% | 1% | 5%
55: CCc1ccc(S(=O)(=O)Nc2cccc(C3OCCCO3)c2)cc1
  -3% | u | -9%
56: CC(C)C(=O)Nc1ccc(C(=O)NNC(=S)NC(=O)c2ccco2)cc1
  -12% | u | -7%
57: CCCN1C(=O)C(NC(=O)c2ccccc2OC)(C(F)(F)F)C(C(=O)OC)=C1C (stereo unspecified)
  5% | u | x
58: COCCn1c(SCC(=O)Nc2cc(C)on2)nc2ccccc21
  -5% | 0% | -13%
59: Cc1cc(=O)[nH]c(SCC(=O)Nc2cc(S(=O)(=O)N3CCCC3)ccc2Cl)n1
  6% | -19% | 1%
60: O=C(CSc1nnc(CNc2ccc(F)cc2)n1Cc1ccccc1)N1CCOCC1
  5% | -4% | -13%

# Single records (already shown):
# NC(=O)c1ccc(NC(=O)C2CCCO2)cc1 (stereo unspecified) as listed: FEN1 inhibitor: 9%; DT40 TDP1 CPT: -1%; N370S GC: -10%
# O=C(Nc1ccccc1Cl)N1CCN(c2ccccn2)CC1 as listed: FEN1 inhibitor: 1%; DT40 TDP1 CPT: 0%; N370S GC: 24%
# CC(C)C(=O)Nc1ccc(C(=O)NNC(=S)NC(=O)c2ccco2)cc1 as listed: FEN1 inhibitor: -12%; DT40 TDP1 CPT: u; N370S GC: -7%

# Quoted from the listing:
# Reading for cpd 47 under DT40 TDP1 CPT: 14%
# Reading for cpd 59 under N370S GC: 1%

# (further entries)
# Each structure is followed by: FEN1 inhibitor | DT40 TDP1 CPT | N370S GC
61: O=C(CSc1ccccc1)Nc1cccc(S(=O)(=O)N2CCOCC2)c1
  -18% | -26% | x
62: Cc1ccc(N2CC(C(=O)Nc3nnc(C(C)C)s3)CC2=O)cc1 (stereo unspecified)
  -13% | 1% | 4%
63: CCOc1ccc(N2C(=O)c3ccc(C(=O)OCc4c(C)noc4C)cc3C2=O)cc1
  -5% | -25% | -4%
64: O=C(Nc1ccc(N2CCOCC2)c2nonc12)C1CCCC1
  1% | 18µM* | 1%
65: CCN(CC)C(=O)c1c(C)nc2ccccn12
  -1% | 2% | x
66: Cc1ccc(S(=O)(=O)N2[C@@H](c3ccc(Br)cc3)C(C(=O)O)=C[C@H]2CC2CCCC2)cc1
  -16% | 4% | x
67: CCN(CC)S(=O)(=O)c1ccc(N2CCOCC2)c(NC(=O)c2ccc3ccccc3c2)c1
  0% | u | u
68: O=C(Nc1cccc([N+](=O)[O-])c1)N(c1ccccc1)c1ccccc1
  -9% | -8% | x
69: COc1ccc(N(C(=O)C2CCCCC2)C2C=CS(=O)(=O)C2)c(OC)c1 (stereo unspecified)
  8% | -26% | 13%
70: Oc1ccc(/C=N\Nc2cc(N3CCOCC3)nc(N3CCOCC3)n2)c(O)c1
  -35% | 21µM* | -11%
71: CCN(CC(=O)Nc1ccc(N2CCOCC2)cc1)C(=O)COc1ccccc1OC
  12% | 8% | -2%
72: Cc1nnc2c(NC3CCCCC3)nc3ccccc3n12
  -9% | -16% | 6%
73: Cc1ccc(CCNC(=O)NCc2noc3ccccc23)cc1
  26% | u | x
74: CC(=O)Nc1ccc(S(=O)(=O)N2CCSc3ccccc32)cc1
  -1% | 4.1µM* | x
75: O=C(O)c1ccccc1SCc1cn2cc(Cl)ccc2n1
  -3% | 2% | 5%
76: Cc1ccc(-n2nc(C(=O)N(C)Cc3ccccc3)c3c4ccccc4n(C)c3c2=O)cc1
  4% | 23µM* | x
77: COc1ccc(C(=O)O)cc1S(N)(=O)=O
  -2% | 9% | 0%
78: Cc1ccccc1N1C(N)=NC(N)=NC1(C)C
  1% | -2% | -7%
79: COc1ccc([C@H]2CC(=O)C=C(c3ccc(SC)cc3)C2)cc1OC
  -4% | 9.2µM* | x
80: COc1cc2c3c(c1)/C(=C1/SC(NC(C)=O)=NC1=O)C(=O)N3C(C)(C)C=C2C
  -13% | -28% | 1%

# An excerpt from above in order of SMILES length, smallest number first:
# Each structure is followed by: FEN1 inhibitor | DT40 TDP1 CPT | N370S GC
72: Cc1nnc2c(NC3CCCCC3)nc3ccccc3n12
  -9% | -16% | 6%
76: Cc1ccc(-n2nc(C(=O)N(C)Cc3ccccc3)c3c4ccccc4n(C)c3c2=O)cc1
  4% | 23µM* | x
66: Cc1ccc(S(=O)(=O)N2[C@@H](c3ccc(Br)cc3)C(C(=O)O)=C[C@H]2CC2CCCC2)cc1
  -16% | 4% | x

# (listing goes on)
# Each structure is followed by: FEN1 inhibitor | DT40 TDP1 CPT | N370S GC
81: CCn1c(O)c(C2=NCCCC2)c2ccccc21
  -9% | -22% | 17%
82: COc1cc(/C=N/NC(=S)Nc2cccc(S(=O)(=O)N(C)C)c2)ccc1O
  -17% | u | -17%
83: O=C(COC(=O)c1ccc(OC(F)F)cc1)NC(=O)NC1CCCC1
  -10% | -17% | x
84: COc1cc2c(cc1NC(=O)CSc1nnnn1-c1ccccc1)oc1ccccc12
  -4% | -19% | -9%
85: Cc1ccc(-n2ncc3c(=O)n(CC(=O)NCc4ccco4)cnc32)cc1C
  -12% | 10µM* | 8%
86: Cc1ccc(C(=O)c2c(NC(=O)CSc3nnc(N)s3)sc3c2CCCC3)cc1
  -8% | u | 8%
87: COc1ccc(OC)c(-c2cc(C(=O)Nc3cccc(Cl)c3)no2)c1
  7% | -23% | 3%
88: COc1ccc(/C(N)=N/OC(=O)c2cccc([N+](=O)[O-])c2)cc1
  2% | u | -5%
89: CCCCN(CCCC)CC(O)CN1C(=O)NC(C)(C)C1=O (stereo unspecified)
  2% | 2% | -16%
90: CC1=C(C(=O)OCc2ccccc2)C(c2ccc(Cl)cc2Cl)NC(=O)N1CCCCCC(=O)O (stereo unspecified)
  -8% | -21% | 13%
91: CN1CCN(c2ccccc2NC(=O)c2ccc(N3CCCC3)c([N+](=O)[O-])c2)CC1
  -6% | u | -20%
92: Fc1ccccc1Oc1ncnc2c1oc1ccccc12
  -10% | u | x
93: Cc1cc(NC(=O)C2C3C=CC(C3)C2C(=O)O)no1 (stereo unspecified)
  1% | 3% | 0%

# Screening data: PubChem, National Center for Advancing Translational Sciences (NCATS)
